High-throughput results deposited in PubChem BioAssay by several laboratories.
RGS7-Gao: modulates binding of RGS7 to human Galphao; 0.35% of 220,000 active; AID 1439; binding response (% of control), % at 10 µM; Multiplexed bead flow cytometry; actives lie on both sides; P09471; in the data active = binding response below about 49% or above about 150%; inconclusive = no clear call, values can overlap the other calls; inactive = in between;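 note: fluorescent Galphao held in activated GDP-AlF4 state binding bead-coupled RGS7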
Mcl1-Bid inh: disrupts binding of human Mcl-1 to Bid peptide. Q07820. TR-FRET Mcl-1/Bid-Dy647 peptide binding, 1536-well. inhibition, % at 21.7 µM. 0.97% of 220,000 active;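 active = compounds that cut the binding signal by more than half at the single screening dose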;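 note: His-tagged Mcl-1 with europium anti-His antibody binding Bid BH3 peptide; 0% = Mcl-1 plus peptide wells and 100% = peptide-only wells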
Mcl-1 Bim block: inhibitors of Bim-Mcl-1 interaction, human; Bead-based flow cytometry, Bim peptide-Mcl-1 binding; inhibition, % at 10 µM; AID 1009; Q07820; 0.1% of 190,000 active; in the data active = inhibition above about 40%;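 note: 0% = no compound tracer wells and 100% = peptide blocker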
RGS8-Gao: modulates binding of RGS8 to human Galphao | P09471 | multiplexed bead flow cytometry; actives lie on both sides | response (percent of control binding), % at 10 µM | 0.34% of 220,000 active; in the data active = response below about 60% or above about 140%; inactive = in between;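 note: Galphao activated as the GDP aluminium fluoride complex binding bead-coupled RGS8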
Pf gamet viab: kills late stage P. falciparum gametocytes; 0.065% of 150,000 active; P. falciparum stage V gametocytes, ATP luminescence, 24 h; inhibition, % at 10.9 µM;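 active = inhibition above the mean plus 3 SD of compounds within the control limits, set per campaign, cut at about 38% in these data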;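 note: 0% = DMSO wells and 100% = medium only without gametocytes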
RGS4-Gao reg: modulates binding of RGS4 to human Galphao; 0.33% of 220,000 active; P09471; AID 1415; binding response (% of control), % at 10 µM; Multiplexed bead flow cytometry; actives lie on both sides; in the data active = binding response below about 49% or above about 150%; inactive = in between;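 note: fluorescent Galphao activated with aluminum fluoride binding bead-coupled RGS4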
Avidin fluor: avidin bead compound fluorescence profile; fluorescence (KMESF) at 10 µM; Avidin beads, compound fluorescence 488/530 nm, flow cytometry; active compounds read high; 0.38% of 220,000 active; AID 1775; in the data active = fluorescence above about 47; note: inactives centre near 10
GSH bead fluor: compound fluoresces at 488/530 nm on GSH beads. GSH beads flow cytometry, compound fluorescence 488/530 nm; active compounds read high. fluorescence (KMESF) at 10 µM. 0.25% of 190,000 active. AID 1776; in the data active = fluorescence above about 89;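 note: glutathione beads carrying GST-tagged Bcl family fusion proteins plus one bare bead set; values are compound well signal with DMSO vehicle wells as background; inactives centre near 16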
Mcl1 Noxa PPI: Mcl-1/Noxa interaction inhibition. Q07820. TR-FRET Mcl-1/Noxa peptide binding, 2 h. inhibition, % at 21.7 µM. 1.5% of 220,000 active;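 active = compounds that cut the protein-peptide binding signal by more than 50% relative to plate controls in a single-dose test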;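 note: His-tagged Mcl-1 with rhodamine Noxa BH3 peptide and terbium anti-His antibody; 0% = Mcl-1 plus Noxa peptide wells and 100% = peptide-only wells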
ABCB1 inh: blocks JC-1 efflux by human ABCB1 transporter; P08183; CCRF-Adr cells, flow cytometry; inhibition, % at 6.6 µM; 0.067% of 190,000 active; in the data active = inhibition above about 40%;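 note: 0% = vehicle and 100% = reference inhibitor; higher value means more JC-1 retained so stronger ABCB1 efflux block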
Target sequence (P08183 whole entry, looked up): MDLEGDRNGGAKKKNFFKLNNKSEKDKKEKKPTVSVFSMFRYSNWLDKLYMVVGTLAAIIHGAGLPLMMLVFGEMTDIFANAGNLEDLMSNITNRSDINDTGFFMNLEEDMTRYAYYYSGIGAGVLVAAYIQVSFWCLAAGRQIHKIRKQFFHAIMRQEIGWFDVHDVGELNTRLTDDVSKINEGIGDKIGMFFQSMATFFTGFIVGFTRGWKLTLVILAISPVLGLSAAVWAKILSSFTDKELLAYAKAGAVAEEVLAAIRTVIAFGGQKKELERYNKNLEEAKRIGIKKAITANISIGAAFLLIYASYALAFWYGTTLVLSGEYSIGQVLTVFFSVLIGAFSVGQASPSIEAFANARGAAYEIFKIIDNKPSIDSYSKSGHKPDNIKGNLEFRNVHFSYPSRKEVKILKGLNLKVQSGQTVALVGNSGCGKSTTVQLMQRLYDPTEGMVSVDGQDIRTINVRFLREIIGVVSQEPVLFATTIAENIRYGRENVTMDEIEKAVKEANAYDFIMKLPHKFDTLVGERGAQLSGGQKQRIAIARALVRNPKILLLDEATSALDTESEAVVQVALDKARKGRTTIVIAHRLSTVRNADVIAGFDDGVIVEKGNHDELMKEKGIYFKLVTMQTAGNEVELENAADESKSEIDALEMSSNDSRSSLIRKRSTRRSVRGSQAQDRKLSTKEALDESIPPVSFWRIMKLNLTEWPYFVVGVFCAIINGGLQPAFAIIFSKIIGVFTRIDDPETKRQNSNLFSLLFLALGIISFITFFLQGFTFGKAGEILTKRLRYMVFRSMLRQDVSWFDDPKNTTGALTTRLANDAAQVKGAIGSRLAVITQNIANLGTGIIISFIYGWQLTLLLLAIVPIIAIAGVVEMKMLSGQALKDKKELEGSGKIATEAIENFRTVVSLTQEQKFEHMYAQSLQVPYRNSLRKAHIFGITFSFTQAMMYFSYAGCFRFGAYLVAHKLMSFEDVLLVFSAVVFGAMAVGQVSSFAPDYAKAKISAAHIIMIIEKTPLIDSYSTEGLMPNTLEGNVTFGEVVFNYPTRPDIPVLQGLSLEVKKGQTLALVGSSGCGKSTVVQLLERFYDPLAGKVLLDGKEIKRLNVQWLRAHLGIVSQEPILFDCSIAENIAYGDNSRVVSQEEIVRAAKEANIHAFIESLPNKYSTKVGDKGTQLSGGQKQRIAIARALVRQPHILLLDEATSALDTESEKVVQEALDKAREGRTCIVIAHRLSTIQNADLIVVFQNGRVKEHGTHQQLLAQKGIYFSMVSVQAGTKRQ
ABCG2 block: human ABCG2 inhibition, ABCB1 as counter-screen. Q9UNQ0. IgMXP3 cells, JC-1 efflux, flow cytometry. inhibition, % at 6.6 µM. 0.1% of 190,000 active. AID 1325;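 active = inhibition above 80%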;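 note: 0% = DMSO and 100% = nicardipine control wells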
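material = IgMXP3 (ABCG2) plus far-red-tagged CCRF-Adr (ABCB1) cells | amount = 3 million cells/mL, equal mix of both lines | also added = JC-1 transporter substrate | dosing = one concentration, 6.6 µM final | schedule = 10 min at 25 °C | measured by = flow cytometric JC-1 green MFI at 530 nm | read-out basis = percent efflux inhibition, scaled nicardipine 100% to DMSO 0%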
The depositor's hits bear a star; ? = inconclusive; / = not tested or not shown.

Below each SMILES – RGS7-Gao, Mcl1-Bid inh, Mcl-1 Bim block, RGS8-Gao, Pf gamet viab, RGS4-Gao reg, Avidin fluor, GSH bead fluor, Mcl1 Noxa PPI, ABCB1 inh, ABCG2 block
[1] O=C(O)c1cc(S(=O)(=O)Nc2ccc3oc(=O)sc3c2)ccc1O
→ 102.0, 8.6, -7.0, 98.7, -49.4, 101.9, 12, 25, 49.3, -0.2, 0.9
[2] CC1CCCCC12NC(=O)N(CC(=O)Nc1ccc(N3CCOCC3)cc1)C2=O (centres undefined)
→ 98.3, -46.1, 18.0, 102.0, 8.9, 100.4, 16, 8, -11.6, -0.2, -0.4
[3] COc1ccc(/C=C/C(=O)N2CCNC(=O)C2)c(OC)c1
→ ?, -4.5, 1.0, 103.3, 11.4, 103.8, 12, 12, -3.0, -0.3, 2.5
[4] Nc1nnn(CC(=O)N/N=C/c2cccc(Cl)c2)n1
→ ?, -9.5, /, 97.6, -18.7, 96.4, 8, /, 26.5, /, /
[5] O=C(Nc1nc(-c2ccccc2)nc2ccccc12)c1ccc(F)cc1
→ ?, -21.4, 1.0, 120.6, /, 123.1, 9, 11, 8.4, 1.1, 3.7
[6] C=CCNC(=S)NN(c1ccccc1)c1ccccc1
→ 106.5, -8.9, -3.0, 100.9, -26.0, 100.3, 12, 12, -2.7, 0.7, 2.2
[7] Cc1c(C(=O)NCCSCc2ccccc2)cccc1[N+](=O)[O-]
→ 99.8, -10.7, -3.0, 103.7, -13.5, 100.4, 11, 23, 3.2, 0.4, 1.9
[8] Cn1c(=O)n(Cc2ccccc2)c(=O)c2c1nc1n2CCN1Cc1ccco1
→ 105.5, -19.2, 6.0, 99.0, /, 100.2, 5, 16, 3.2, 1.6, 20.2
[9] O=C(N/N=C/c1ccc([N+](=O)[O-])cc1)c1ccc2nc[nH]c2c1
→ 97.3, -18.2, -1.0, 100.5, 4.6, 97.5, 29, 9, 14.5, 0.2, 1.0
[10] Cn1cccc1Cc1nnc(SCC(=O)N2CCOCC2)n1CCc1ccccc1
→ 100.2, -26.2, 0.0, 98.0, /, 97.9, 23, 15, -6.0, 1.3, 6.5
[11] Cc1ccccc1Nc1n[nH]c(C)c1[N+](=O)[O-]
→ 96.3, -5.3, -3.0, 101.8, 3.9, 99.3, 12, 15, 14.7, 0.5, 14.4
[12] Cc1ccc(S(=O)(=O)N2CCC(=O)N(C(COCc3ccc(Cl)c(Cl)c3)Cc3ccccc3)CC2)cc1 (centres undefined)
→ 108.7, -6.4, -1.0, 105.5, /, 107.3, 10, 18, -8.0, 1.9, 10.0
[13] Fc1cccc2sc(Nc3nc4ccccc4s3)nc12
→ 104.2, -28.7, -5.0, 100.2, 3.0, 99.4, 15, 4, -60.5, -0.4, -0.3
[14] COc1ccc(Cl)cc1C(=O)Nc1ccc(S(N)(=O)=O)cc1
→ ?, -21.8, /, 102.2, -4.5, 102.3, 6, /, -4.4, /, /
[15] Cc1ccc(C2NCCS2)cc1 (centres undefined)
→ 105.3, -13.9, 0.0, 74.3, -0.1, 104.4, 4, 9, -18.3, -0.3, -0.6
[16] CCOc1ccc2nc(NCCCO)[nH]c2c1
→ 104.0, -32.3, -3.0, 105.3, -4.5, 105.5, 24, 11, 5.5, 0.0, -2.2
[17] CCOC(=O)N/N=C/c1ccc(OCCSc2ccc(Cl)cc2)c(OCC)c1
→ 101.6, -8.4, -6.0, 103.1, /, 101.4, 2, 7, -5.5, 0.7, 2.4
[18] COc1cc(/C=N/Nc2nc3ccccc3[nH]2)cc(OC)c1O
→ 101.2, -67.5, 0.0, 99.5, /, 97.6, 11, 9, 72.8*, 0.3, 11.1
[19] CC(=O)c1ccc(NC(=S)NC(=O)CC(C)C)cc1
→ 91.6, -49.3, -8.0, 81.4, -3.6, 91.6, 8, 16, 19.3, -1.5, -9.3
[20] COC(=O)C(NC(=O)c1c(C)nn(C)c1Cl)c1ccccc1 (centres undefined)
→ 98.4, -9.7, 1.0, 100.7, 10.6, 102.8, 11, 15, -4.7, 0.1, 0.6
[21] COc1ccccc1C(=O)N/C(=C/c1ccc(Br)cc1)C(=O)NCCO
→ 99.5, -16.1, 5.0, 108.0, /, 104.1, 1, 49, -1.3, 0.8, 3.8
[22] O=C(CN1CCc2ccccc21)Nc1ccc2c(c1)OCO2
→ 100.2, -22.5, -1.0, 100.5, /, 99.7, 5, 43, 21.4, 0.7, 2.7
[23] Cc1ccc(CN2CCN(C(=O)CCN3C(=O)c4ccccc4C3=O)CC2)cc1
→ 85.5, -17.6, 0.0, 94.4, /, 86.0, 20, 10, 6.1, 0.9, 2.4
[24] CCc1cccc(NC(=O)NC2CCCCC2)c1
→ 92.4, -18.6, 1.0, 85.1, /, 73.0, 8, 36, -18.1, -1.7, 23.2
[25] Cc1[nH][nH]c(=O)c1C(c1ccc(O)c([N+](=O)[O-])c1)c1c(C)[nH][nH]c1=O
→ 104.4, -102.2, -6.0, 104.9, 10.9, 105.4, 7, 19, 1.1, 1.2, 28.6
[26] CCc1nnc(N2C(=O)c3cccc4cccc(c34)C2=O)s1
→ 100.2, 31.1, -5.0, 98.6, 16.1, 97.6, 10, 32, 7.0, -1.1, 60.3
[27] Cc1oc(-c2ccccc2)nc1CS(=O)CC(=O)O (centres undefined)
→ 93.9, -5.0, 5.0, 92.9, /, 89.6, 3, 18, 8.0, 0.4, 1.5
[28] COCCCNC(=O)C1CC(=O)N(c2ccc(C)cc2)C1 (centres undefined)
→ 95.9, 7.9, 0.0, 101.6, -44.6, 101.6, 13, 33, 3.3, 0.5, 0.8
[29] O=C(CCCCCn1c(=O)[nH]c2ccccc2c1=O)NCCc1c[nH]c2ccccc12
→ 102.3, -57.2, -1.0, 99.8, 1.8, 100.4, 14, 62, 18.3, 0.5, 4.9
[30] Cc1ccccc1C(=O)O/N=C/c1c(N2CCOCC2)n(C)c2ccccc12
→ 97.5, -26.8, -3.0, 98.6, 5.0, 96.2, 25, 25, -2.4, -0.1, 0.3
[31] O=C(Nc1ccccc1)c1cccc(=O)o1
→ ?, -6.5, /, 96.5, -1.0, 93.3, 3, /, 3.5, /, /
[32] COc1cc(NC(=O)C(=O)NCCN2CCNCC2)c(OC)cc1Cl
→ 101.5, -8.8, 0.0, 99.4, 4.2, 101.0, 9, 24, 25.9, 1.2, 10.1
[33] CC(C)C(=O)Nc1ccc(Nc2ccccc2)cc1
→ 117.8, -29.7, 0.0, 125.3, -33.7, 109.9, 13, 15, 12.1, -0.6, -2.1
[34] CCOC(=O)N1CCC(C(N)=O)CC1
→ 96.0, -6.0, -2.0, 98.2, /, 95.8, 12, 35, 3.1, -0.3, -4.4
[35] CN(C)C=Nc1ncc2c3ccccc3n(Cc3ccccc3)c2c1C#N
→ 100.3, -2.5, -5.0, 105.6, /, 103.2, 7, 69, 4.3, 0.0, 0.0
[36] O=C(Nc1ccc(Br)c2cccnc12)c1ccc(Cn2cc([N+](=O)[O-])cn2)o1
→ 91.9, -4.4, 0.0, 96.1, /, 92.4, 8, 20, 16.9, -2.0, 1.0
[37] COc1cc(/C=N/NC(=O)C2COc3ccccc3O2)cc(OC)c1OC (centres undefined)
→ 100.0, 0.8, 0.0, 102.9, 7.7, 98.6, 4, 23, 20.4, 1.6, 15.3
[38] O=C1C=C(N2CCCCC2)C2(CCCCC2)O1
→ 101.6, -6.3, 1.0, 101.2, -6.5, 103.9, 11, 18, 14.6, 0.7, 9.8
[39] CC1(C)CC(=O)c2sc(N)nc2C1
→ 104.4, -1.4, 2.0, 101.1, -4.0, 100.1, 38, 23, 4.4, 0.5, 1.9
[40] Cc1csc2ncc(C(=O)Nc3ccc(C(F)(F)F)cc3)c(=O)n12
→ 105.8, -15.0, 2.0, 101.1, /, 100.0, 10, 14, -4.2, 0.8, 5.9
[41] COc1ccc(CNC(=O)c2cccc3c2C(=O)N(Cc2cccnc2)C3)cc1
→ 98.4, -21.7, -2.0, 100.7, 2.7, 99.2, 25, 22, -7.0, 15.4, 24.4
[42] COc1ccc(N2C(=O)CC2(/C=C/c2ccccc2OC)C(=O)NC2CCCC2)cc1 (centres undefined)
→ /, -8.0, -1.0, /, /, /, /, 20, 4.4, 2.0, 1.9
[43] CCN(CC)S(=O)(=O)c1ccc(C(=O)OCn2nnc3ccccc3c2=O)cc1
→ 92.8, 5.6, 0.0, 100.1, 8.0, 104.5, 6, 32, -9.7, 1.0, 1.7
[44] O=C1CCC(=O)N1CN(C(=O)c1ccco1)c1ccccc1
→ 95.0, -34.3, 0.0, 95.7, /, 99.5, 12, 9, 1.3, 0.0, 0.6
[45] Cc1ccc(C)c(Cn2nnc3c(=O)[nH]c(C4CCCN(C(=O)CC(C)C)C4)nc32)c1 (centres undefined)
→ 96.5, -7.2, 0.0, 100.8, /, 89.1, 10, 31, 19.3, 0.7, 1.8
[46] O=C(Nc1nccs1)c1ccc(-c2cccc([N+](=O)[O-])c2)o1
→ 106.5, 20.9, 4.0, 105.4, 4.5, 102.5, 10, 15, 26.8, 0.5, 10.6
[47] CCc1cc(C(=O)N2CCCC(CCC(=O)NCc3cccc(OC)c3)C2)no1 (centres undefined)
→ 98.8, -5.7, -3.0, 100.4, 13.6, 97.7, 3, 11, 5.7, 1.6, 4.4
[48] CS(=O)(=O)N(CC(=O)NCc1ccco1)c1cc(C(F)(F)F)ccc1Cl
→ 107.9, -32.4, 0.0, 106.3, 8.3, 106.2, 11, 56, 4.2, 0.6, 2.0
[49] O=C(CSc1cc([N+](=O)[O-])cc(S(=O)(=O)Cc2ccccc2)c1)NC1CC1
→ 100.5, -57.2, -3.0, 97.8, /, 99.9, 2, 6, 23.5, 2.4, 17.6
[50] Cc1ccc(C(=O)/C=C\NCc2ccccc2)cc1
→ 97.3, -39.6, -5.0, 97.0, 0.7, 97.6, 3, 10, 1.6, 0.2, 0.5
[51] O=C(CCN1CCCCC1)NCC1OCCc2ccccc21 (centres undefined)
→ 99.4, 5.0, -2.0, 106.0, /, 98.8, 13, 17, -0.2, 0.0, -0.1
